Assay outcomes as filed in PubChem BioAssay.
Lipid storage S3 – qHTS Assay for Lipid Storage Modulators in Drosophila S3 Cells; Drosophila S3 cells, BODIPY lipid droplet fluorescence, 18-24 h; cells fed with added oleic acid; Potency in µM for hits, for the others lipid storage change, negative = inhibition, % at the top dose, mostly 46.1 µM; 320,000 compounds, 0.64% hits; AID 2685; active = well fitted inhibition curve with a large enough effect in the signal ratio, with a control signal flat, not every such curve was filed as active; inconclusive = small, poorly fitted or top-dose-only effect, or effect the other way, or a change in a side signal; the % refers to the signal ratio
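Drosophila S3 cells got compounds at several concentrations plus oleic acid (400 uM solution). Laser-scanning cytometry with 488 nm excitation read lipid droplets at 500-530 nm and cells at 575-640 nm. Percent activity was relative to 20 uM Triacsin C.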
Lipid storage S3 cell count max – second read-out of Lipid storage S3, no call of its own (marks repeat the call); cell number change, %; measured here: cell count max response;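 cells counted by Cell Tracker Red CMTPX staining in the red channel; peak over a dose series mostly up to 46.1 µM; percent activity relative to internal control wells on each plate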
An asterisk follows results filed as active; i = inactive; ? = inconclusive; · = no result given; [ ] = remark or other dose. % is scaled to controls: 0 for no effect and ±100 for the full control effect; potency is read from the fitted curve at half-maximal effect.

SMILES	Lipid storage S3	Lipid storage S3 cell count max
O=C(C[n+]1cc(-c2ccc(F)cc2)n2c1CCC2)Nc1nc(-c2ccccc2)cs1	21.0%	11.0
CN1CCN(c2ccc(NC(=O)Cc3ccccc3)cc2)CC1	?	·
CC(C)(C)NC(=O)CN1C(=O)NC(c2ccccc2)(c2ccccc2)C1=O	?	·
O=C(Nc1ccccc1F)NC1CCCc2ccccc21 (configuration not stated)	10.8%	3.3
CC(=O)c1ccc2c(c1)Nc1ccccc1S2	?	·
CCOC(=O)c1c(C)oc2ccc(OC(=O)c3cccs3)cc12	7.8%	·
COc1ccc(OC)c2c(=O)cc(C(=O)O)[nH]c12	-10.0%	1.1
Cc1ccc(NC(=O)CSCC(=O)Nc2cccc3ncccc23)cc1	-16.5%[0.0737 µM]	-3.7
Cc1nn(-c2ccccc2C(F)(F)F)c(=O)c2noc(C)c12	-8.0%	-0.3
Cc1ccc(N2CC(C(N)=O)CC2=O)cc1C (configuration not stated)	?	·
O=C1CC(=O)c2c1cccc2[N+](=O)[O-]	?	·
CC(C)[N+](C)(C)CC#CC(O)(c1ccccc1)c1ccccc1	?	·
CCNC(=O)NC(=O)CSc1ccccc1F	?	·
CC(=O)N1CCc2c(sc(NC(=O)Cc3ccc(C)cc3C)c2C#N)C1	?	·
CCC(C)NC(=O)CSc1nnc(-c2cc(OC)c(OC)c(OC)c2)c(-c2cc(OC)c(OC)c(OC)c2)n1 (configuration not stated)	i	-3.4
Cc1ccc(CN(C(=O)c2cccs2)C2CCS(=O)(=O)C2)cc1 (configuration not stated)	?	·
Cc1ccc(NC(=O)CN2C(=O)N/C(=C/c3ccc(N4CCOCC4)cc3)C2=O)cc1	15.2%	6.0
CCc1ccc(N(CC(=O)NC2CC2)S(=O)(=O)c2ccc(C)cc2)cc1	?	·
Cc1sc(NC(=S)NC(=O)c2cccs2)nc1-c1ccc(CC(C)C)cc1	?	·
CC(C)N1C(=O)c2ccccc2C1C(=O)NCCc1ccccc1 (configuration not stated)	?	·
Cc1ccc(S(=O)(=O)N(C)CC(=O)N/N=C/c2ccc(C)o2)cc1	?	·
CC(OC(=O)c1nn(C(C)C)c(=O)c2ccccc12)C(=O)Nc1ncc(Cl)cc1Cl (configuration not stated)	17.7%	1.1
COc1ccc(N(C2=NCCCS2)S(=O)(=O)c2ccc(C(C)(C)C)cc2)cc1	?	·
COc1ccccc1NS(=O)(=O)c1cccc(N=C2N=C(N)c3ccccc32)c1	?	·
Cc1ccc(S(=O)(=O)N2CCN(C(=O)c3n[nH]c(=O)c4ccccc34)CC2)c(C)c1	?	·
O=C(Cc1ccccc1)NNS(=O)(=O)c1ccccc1[N+](=O)[O-]	?	·
Cc1ccc(NS(=O)(=O)c2ccc3c(c2)C(=O)c2ccccc2C3=O)c(C)c1	-11.6%	6.9
CCOc1ccc(NC(=S)NC(=O)C2CCCC2)cc1	-6.3%	·
COc1ccc(C(=O)N(C)CC2CCN(CCc3cccc(C(F)(F)F)c3)CC2)cc1C	-9.5%	10.5
Cc1ccc(-c2noc(CN3CCN(c4ccccc4F)CC3)n2)cc1	i	·
COCCn1c(C)cc(/C=C2\NC(=S)N(C)C2=O)c1C	?	·
CC(=O)NC1CCN(CC(=O)Nc2cccc([N+](=O)[O-])c2)CC1	?	·
O=C(Nc1nc(-c2ccccn2)cs1)c1ccccc1-n1cnnn1	-19.0%	-0.9
CCC(C)(C)NC(=O)c1ccc2c(c1)OCCO2	?	·
CCN(CC)S(=O)(=O)c1ccc(NC(=O)[C@@H](NC(=O)c2cc(OC)cc(OC)c2)C(C)C)cc1	-6.6%	-6.4
Cc1c(C(=O)N2CCCCC2C)sc2nc3n(c(=O)c12)CCC3 (configuration not stated)	?	·
O=c1/c(=C/c2ccc(O)c([N+](=O)[O-])c2)sc2nc3ccccc3n12	-8.5%	-9.3
Cc1cccc(C)c1OCCn1nc(C(=O)O)c2ccccc2c1=O	i	22.8
O=C(c1cc(=O)[nH]c2ccccc12)N1CCN(c2ccc([N+](=O)[O-])cc2)CC1	-8.8%	1.8
Cc1n[nH]c(=O)nc1N/N=C/c1ccc(O)c([N+](=O)[O-])c1	-6.5%	-14.0

4 entries already listed, arranged by number of heavy atoms, smallest number first.
SMILES	Lipid storage S3	Lipid storage S3 cell count max
CCNC(=O)NC(=O)CSc1ccccc1F	?	·
CC(=O)NC1CCN(CC(=O)Nc2cccc([N+](=O)[O-])c2)CC1	?	·
CC(C)(C)NC(=O)CN1C(=O)NC(c2ccccc2)(c2ccccc2)C1=O	?	·
Cc1ccc(NS(=O)(=O)c2ccc3c(c2)C(=O)c2ccccc2C3=O)c(C)c1	-11.6%	6.9

The main list resumes with the two entries that preceded the break.
SMILES	Lipid storage S3	Lipid storage S3 cell count max
O=C(c1cc(=O)[nH]c2ccccc12)N1CCN(c2ccc([N+](=O)[O-])cc2)CC1	-8.8%	1.8
Cc1n[nH]c(=O)nc1N/N=C/c1ccc(O)c([N+](=O)[O-])c1	-6.5%	-14.0
Cc1ccccc1C(=O)N1CCC(C(=O)N2CCCc3ccccc32)CC1	?	·
COc1ccc(/C=C2/SC(=S)NC2=O)cc1OCc1ccccc1	?	·
CC(NS(=O)(=O)c1ccc([N+](=O)[O-])cc1)C(c1cccs1)N1CCOCC1 (configuration not stated)	5.6%	0.3
COCCNC(=O)[C@H]1N2C(=O)c3ccccc3C2SC1(C)C (some centres not stated)	10.4%	11.5
Cc1cccc(NC(=O)c2ccccc2[N+](=O)[O-])n1	-17.6%	-9.9
CC(CN1CCN(c2ccccc2)CC1)c1ccccc1 (configuration not stated)	i	·
Cc1ccc(-c2ccc(OCC(=O)N3CCOCC3)cc2)cc1	i	-1.1
COC(c1ccccc1)(c1ccccc1)C(Oc1nccc(C)n1)C(=O)O (configuration not stated)	16.5%	-17.6
O=C(NCc1ccccc1)N1CCC(c2nc3ccccc3[nH]2)CC1	14.0%	9.0
O=C(Nc1ccc(F)cc1F)c1ccco1	?	·
OCC1(CCc2ccccc2)CCCN(CCCC(F)(F)F)C1 (configuration not stated)	i	8.0
CC(=O)Nc1ccc(Nc2ncnc3c2cnn3-c2ccccc2)cc1	i	·
Cc1ccc(C(=O)Nc2cccc(C(=O)N/N=C/c3ccc(O)cc3)c2)cc1	-20.5%	14.3
COc1ccc(Cl)cc1NC(=O)CN(C)C(=O)c1cc(C)oc1C	?	·
Cc1cc(=O)n2nc(N3CCC(C(=O)Nc4c(F)c(F)c(F)c(F)c4F)CC3)sc2n1	?	·
Cc1cccc(/C=N\NC(=O)c2ccc(Cl)cc2)c1O	-5.8%	1.2
C/C(=N/NC(=O)CNC(=O)c1cccnc1)c1ccc([N+](=O)[O-])cc1	-4.3%	-1.2
CCN(CC)C(=O)CC(c1ccccc1)c1ccco1 (configuration not stated)	?	·
COc1ccc(/C=N/NC(=O)c2ccc(Br)cc2)cc1Cn1cc(Cl)cn1	-7.5%	-24.5
COc1ccccc1N1CCN(C(=O)C2CCN(S(=O)(=O)c3ccc4c(c3)CC(C)N4C(C)=O)CC2)CC1 (configuration not stated)	?	·
COc1ccc(C(=O)Nc2ccc(C(=O)N3CCCC3)cc2)cc1[N+](=O)[O-]	-5.8%	-14.0
CN(c1cccc(NC(=O)c2ccccc2N(C)S(C)(=O)=O)c1)S(C)(=O)=O	15.3%	2.0
COc1ccc(C2CC(c3cccc(OC)c3)n3nc(N)nc3N2)cc1 (configuration not stated)	15.1%	7.8
COc1ccc(S(=O)(=O)N(CC(=O)NCc2cccnc2)c2ccc(C)cc2)cc1OC	?	·
CCC(=O)N1c2ccc(S(=O)(=O)N3CCN(c4ccc([N+](=O)[O-])cc4)CC3)cc2CC1C (configuration not stated)	?	·
CC(C)[C@H](NS(=O)(=O)c1ccccc1)C(=O)OCC(=O)Nc1ccc2c(c1)OCO2	?	·
CC(C)c1ccccc1NC(=S)NCc1ccncc1	?	·
O=C(NC1CS(=O)(=O)CC1NCc1ccccc1)c1ccccc1 (configuration not stated)	?	·
CN(Cc1ccccc1)C(=O)c1cc2ccccc2o1	?	·
O=C(/C=C/c1ccc(Cl)cc1)NC1CC2CCC1C2 (configuration not stated)	4.2%	23.8
CCCCNC(=O)CNC(=O)c1nn(-c2ccc(OC)c(Cl)c2)c(=O)c2ccccc12	8.5%	4.2
COc1ccc(C2C3=C(CC(C)(C)CC3=O)N(CCN3CCOCC3)C3=C2C(=O)CC(C)(C)C3)cc1	7.7%	0.3
c1cnc(SCCCOc2ccc3ccccc3c2)nc1	?	·
COCCNC(=O)C(C)OC(=O)C1=Cc2ccccc2OC1 (configuration not stated)	1.9%	0.2
COc1ccc(NS(=O)(=O)c2ccc(-c3cnc(C4CC4)o3)cc2)cc1OC	?	·
Cc1nc(NCCCn2ccnc2)c2oc3ccccc3c2n1	?	·
O=C(NCCN1CCN(S(=O)(=O)c2ccc([N+](=O)[O-])cc2)CC1)C(=O)Nc1ccccc1	?	·
Cc1ccc(-n2ncc3c2CC(C)(C)CC3NC(=O)c2ccccn2)cc1 (configuration not stated)	?	·
Cc1ccc(C)c(SCC(=O)NC(=O)NCc2ccccc2)c1	?	·
Cc1c(C(=O)NN)nc2ccccn12	18.3%	6.2
COc1ccc(CN2CCC(=O)N([C@H](CO)Cc3ccccc3)CC2)cc1OC	?	·
CC(NC(=S)NCCCN1CCOCC1)C1CC2CCC1C2 (configuration not stated)	?	·
CCOCCCNC(=O)C1CCN(S(=O)(=O)CC)CC1	?	·
CO/N=C(\C(=O)N[C@@H]1C(=O)N2C(C(=O)O)=C(COC(C)=O)CS[C@H]12)c1csc(N)n1 (stereo in doubt)	?	·
OC(COc1ccc2c(c1)OCO2)CN1CCCC1 (configuration not stated)	?	·
Cc1nn(C)c(C)c1/C=C1/SC(=S)NC1=O	?	·
CCc1cc2c(SCC(=O)Nc3ccc(Cl)cn3)ncnc2s1	9.2%	20.0
CC(=O)N1CCN(CC(=O)Nc2ccc([N+](=O)[O-])cc2Br)CC1	?	·
CCN(CC)C(=O)c1cnn(-c2ccccc2)c1NC(=O)c1cccc(F)c1	?	·
COc1ccc(OC)c(-c2csc(N(C)C(=O)Cc3ccccc3)n2)c1	?	·
Cc1cccc(CCNc2nc3ccc(C)cc3n3cnnc23)c1	2.3%	-6.3
COc1ccc(NC(=O)Cc2ccccc2)cc1	6.3%	-1.6
CC1(c2ccccc2)NC(=O)N(CC(=O)NCc2ccc3c(c2)OCO3)C1=O (configuration not stated)	?	·
Cc1ccc2cccc(OC(=O)c3ccc4c(c3)OCCO4)c2n1	14.2%	-13.3
COc1ccc(C(=O)N/C(=C\c2cn(C)c3ccccc23)C(=O)N2CCOCC2)cc1OC	23.1µM*	9.9*
CC(=O)Nc1cc2c(=O)n(Cc3ccccc3)c(C)nc2cc1N1CCOCC1	?	·
Cc1cccc(C)c1NC(=O)CS(=O)CC(=O)NCCCc1ccccc1 (configuration not stated)	?	·
Cc1ccc(Cl)cc1N1CCN(C(=O)C2CCN(S(C)(=O)=O)CC2)CC1	?	·
CC(C)CN(Cc1cc(=O)oc2cc3c(cc12)CCCC3)CC(C)C	17.3%	-3.5
CCOc1ccc(CCNC(=O)c2cc(=O)[nH]c3ccc(S(=O)(=O)N(CC)CC)cc23)cc1OCC	3.3%	·

Following part:
SMILES	Lipid storage S3	Lipid storage S3 cell count max
O=C(O)CSCC(=O)N1CCCN(c2nc3ccc(Cl)cc3s2)CC1	-8.9%	2.7
CCOC(=O)c1c(CN(CC)CC)n(-c2ccccc2)c2ccc(O)cc12	29.6%	-10.8
CC(C)C(=O)Nc1oc(-c2ccccc2)cc1C#N	1.6%	-0.4
CCn1c(C)nc2c(C)[n+](CC(=O)c3ccc(Br)cc3)ccc21	18.9%	·
CCC(=O)Nc1ccc(/C(C)=N\NC(=O)c2ccc(OC)cc2)cc1	12.9%	-5.4
Cc1ccc2cc(CCNC(=O)C(C)C)c(=O)[nH]c2c1	?	·
Cc1nc2ncnn2c(C)c1CCC(=O)Nc1ccc(S(=O)(=O)N2CCCCCC2)cc1	-15.9%	18.4
CCOc1ccc(NC(=O)c2ccc(CN3CCc4ccccc4C3)cc2)cc1	-30.4%	-13.8
CCOC(=O)C(CN1CCCC1)c1ccccc1 (configuration not stated)	-6.3%	21.1
CC(C)CNC(=S)NNC(=O)c1ccco1	-18.1%	-15.1
CCCc1cc(=O)oc2cc(C)cc(OC(C)C(=O)NCCCN3CCOCC3)c12 (configuration not stated)	i	6.4
Cc1cc(-c2nnc(CSc3nnc(NC(=O)c4ccc(C(C)(C)C)cc4)s3)o2)ccc1[N+](=O)[O-]	?	·
CC1C(=O)N2CCCc3cc(NS(=O)(=O)c4ccc(F)cc4)cc1c32 (configuration not stated)	?	·
COC(=O)N/N=C/c1ccc(-c2cc(Cl)cc(Cl)c2)o1	?	·
O=C1C(Cl)=C(N2CCN(Cc3ccccc3)CC2)C(=O)N1c1ccccc1	i	-6.3
CC(=O)c1ccc(NC(=O)COC(=O)c2ccccc2Sc2ccccc2C#N)cc1	-25.1%	-4.2
CN(Cc1ccccc1F)C(=O)CN1C(=O)NC2(CCc3ccccc32)C1=O (configuration not stated)	?	·

This is a subset; count on the stated rates, not on these rows.
